High-throughput results (PubChem)
Nrf2 inh: Nrf2 pathway inhibition. hit rate 2.1% among 360,000. AID 504444. Potency, µM (titrated, usually from 46 µM), for the others: top-dose activity change, negative = inhibition, usual class: inhibitors. A549 ARE-Fluc reporter, luciferase luminescence, 18-24 h; note: potency is the fitted concentration of half-maximal effect; % is set by controls: 0 for no effect and ±100 for the full control effect; nearly all actives have a fitted effect of over 60% in size
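Concentration-response testing used A549 ARE_Fluc cells at 5000 cells/well. Following an 18-24 h compound incubation, viability was read by fluorescence (Ex 405/Em 525) and luciferase output by luminescence.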
HepG2 viability: HepG2 cytotoxicity, counter-screen for TGF-b inhibitors | HepG2 CAGA-GFP viability, ATP luminescence, 18 h | Potency, µM (doses to about 46.1 µM), without a hit: at the top dose activity change, negative = cytotoxicity, usual class: cytotoxic | hit rate 0.76% among 410,000 | AID 588856; note: potency is the fitted concentration of half-maximal effect; some results filed as inactive show a strong effect at the top dose
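HepG2 CAGA-GFP cells (1000/well, DMEM with 1% FBS) received compound, then TGF-beta at 500 pg/mL final, and were incubated 18 hours at 37 degrees C. Viability was read by CellTiter-Glo luminescence. Media-only wells were set as complete cell-killing and DMSO as no toxicity.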
ATXN viability: cell viability loss in ATXN counter-screen. S2 cells (HEK-293 line with an ATXN2-luciferase reporter) viability, CellTiter-Fluor protease fluorescence, 24 h. Potency, µM (top dose mostly 56.7 µM), most hits filed as cytotoxic. hit rate 0.49% among 400,000. AID 651635; note: potency is the fitted concentration of half-maximal effect; nearly all actives have a fitted effect of over 40% in size
TGFb SMAD3 inh: TGF-b pathway inhibition; HepG2 CAGA-GFP TGF-b/SMAD3 reporter, GFP fluorescence, 18 h; TGF-beta stimulated, 500 pg/mL final; Potency, µM (series often up to 46.1 µM), without a hit: at the highest dose activity, negative = inhibition, most hits filed as inhibitors; hit rate 1.2% among 410,000; AID 588855; note: potency is the fitted concentration of half-maximal effect; % is set by controls: 0 for no effect and ±100 for the full control effect; nearly all actives have a fitted effect of over 65% in size
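HEPG2 CAGA-GFP reporter cells (1000/well, DMEM with 1% FBS) received compounds, then recombinant TGF-beta at 500 pg/mL final for 18 hours at 37 degrees C. Per-cell GFP summed per well was normalised to unstimulated and stimulated DMSO controls before curve fitting.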
EPAC2 agonist: agonists of human EPAC2 (RAPGEF4) | Q8WZA2 | hit rate 0.079% among 360,000 | Potency, µM (highest dose often 154 µM), without a hit: at the highest dose activation, actives largely listed as activators | AID 720711 | EPAC2 activation, biochemical qHTS; response scale: 100% = 6.5 mM cAMP response; note: potency is the fitted concentration of half-maximal effect; nearly all actives have a fitted effect of over 50% in size
Target sequence (Q8WZA2 whole entry, looked up): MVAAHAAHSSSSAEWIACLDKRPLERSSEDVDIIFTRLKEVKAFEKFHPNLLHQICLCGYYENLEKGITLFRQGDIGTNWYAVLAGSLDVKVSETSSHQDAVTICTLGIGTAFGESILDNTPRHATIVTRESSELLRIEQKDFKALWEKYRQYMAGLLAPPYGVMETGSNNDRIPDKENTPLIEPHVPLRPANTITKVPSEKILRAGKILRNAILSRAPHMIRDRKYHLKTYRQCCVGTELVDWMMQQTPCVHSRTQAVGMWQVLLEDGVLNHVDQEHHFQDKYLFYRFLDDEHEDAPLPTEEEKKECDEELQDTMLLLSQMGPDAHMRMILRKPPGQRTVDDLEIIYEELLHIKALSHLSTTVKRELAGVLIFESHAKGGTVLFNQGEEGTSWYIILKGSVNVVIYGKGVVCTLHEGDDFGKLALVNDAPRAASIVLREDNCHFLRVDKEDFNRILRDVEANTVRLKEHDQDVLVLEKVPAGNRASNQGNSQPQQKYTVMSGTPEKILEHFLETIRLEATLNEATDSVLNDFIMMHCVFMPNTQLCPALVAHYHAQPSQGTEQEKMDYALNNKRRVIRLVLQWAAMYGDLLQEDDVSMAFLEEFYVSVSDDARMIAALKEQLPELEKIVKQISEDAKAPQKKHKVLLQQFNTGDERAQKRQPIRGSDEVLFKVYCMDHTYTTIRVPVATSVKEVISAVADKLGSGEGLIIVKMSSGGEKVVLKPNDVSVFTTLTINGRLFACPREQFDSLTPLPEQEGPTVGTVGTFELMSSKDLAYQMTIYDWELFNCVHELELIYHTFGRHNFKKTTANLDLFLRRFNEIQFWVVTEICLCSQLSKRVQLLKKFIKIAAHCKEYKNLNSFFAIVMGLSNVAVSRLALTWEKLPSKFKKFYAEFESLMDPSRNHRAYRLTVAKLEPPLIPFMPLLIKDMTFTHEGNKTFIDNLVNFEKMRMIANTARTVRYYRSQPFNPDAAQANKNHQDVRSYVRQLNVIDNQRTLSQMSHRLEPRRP
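Readout is BODIPY fluorescence (480 nm excitation, 540 nm emission), which falls as labeled GDP is exchanged off Rap1B. EPAC2 at 100 nM acted on 250 nM RAP1B-BODIPY-GDP with 50 uM GDP present.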
A549 viability: A549 cytotoxicity, counter-screen for Nrf2 inhibitors. A549 ARE-Fluc cells, CellTiter-Fluor viability, 18-24 h. Potency, µM (titrated, usually from 46 µM), for inactives: at the top dose activity change, negative = cytotoxicity, hits mostly inhibitors. hit rate 0.16% among 390,000. AID 504648; note: potency is the fitted concentration of half-maximal effect; % is set by controls: 0 for no effect and ±100 for the full control effect
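A549 ARE_Fluc cells in 5% FBS OPTI-MEM were exposed to compounds in concentration-response for 18-24 h at 37 deg C. Viability was read by CellTiter-Fluor fluorescence (Ex 405/Em 525) after 30 min, before the luciferase read.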
ATXN2 expr inh: ATXN2 expression inhibition. hit rate 0.72% among 360,000. HEK-293 ATXN2-luciferase reporter, luminescence, 24 h. Potency, µM (doses to about 57 µM), for inactives: top-dose activity change, negative = inhibition, actives largely listed as inhibitors. AID 1745845; note: potency is the fitted concentration of half-maximal effect; % is set by controls: 0 for no effect and ±100 for the full control effect; nearly all actives have a fitted effect of over 55% in size
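qHTS (up to 57 uM final) was run with 24 h compound exposure of reporter cells at 37 °C. Each well was multiplexed: SteadyGlo luminescence measured ATXN2-luciferase expression after a fluorogenic Gly-Phe-AFC viability readout (25 uM final).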
Nrf2 activator: activators of Nrf2 (ARE) signaling | AREc32 ARE-luciferase reporter (MCF7-derived line), luminescence, 24 h | Potency, µM (series often up to 46.1 µM), inactives show at the top dose activation, usual class: activators | hit rate 0.31% among 410,000; note: potency is the fitted concentration of half-maximal effect; % of control where 0% means no effect; nearly all actives have a fitted effect of over 65% in size
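Luminescent ARE reporter assay in AREc32_Fluc cells: overnight plating at 37 deg C, 24 hr compound incubation, Steady-Glo added, 30 min RT before reading.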
IL-2 act: IL-2 activation | IL-2 activation reporter assay, cell-based qHTS; stimulated with anti-CD3/CD4/CD28 beads; in transgenic mouse T cells | activation, % (series mostly up to about 46 µM) | hit rate 0.065% among 360,000 | AID 652025; in the data active = activation above about 50%; inconclusive = mostly about 30% to 49%; note: 0% is about no effect
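EGFP and DsRed fluorescence is measured by plate cytometry in unstimulated transgenic mouse T cells exposed to compound for 60 minutes, then stimulated 18 hours at 37 degrees C with anti-CD3/anti-CD4 beads plus anti-CD28.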
The depositor's hits bear a star; i = inactive; u = inconclusive; x = no result given; & = joins results of further samples; [ ] = remark or other dose. Unless noted, calls come from the whole dose curve; as a rule, active = well fitted curve in the direction sought with a large enough effect; inconclusive = small, poorly fitted or top-dose-only effect, or another doubt; inactive = no such curve, though single readings can be large; an effect the other way counts as inactive or inconclusive.

SMILES	Nrf2 inh	HepG2 viability	ATXN viability	TGFb SMAD3 inh	EPAC2 agonist	A549 viability	ATXN2 expr inh	Nrf2 activator	IL-2 act
O=C(COC(=O)c1ccccc1F)Nc1cccnc1Cl	1%	6%	i	-2%	1%	4%	37%	0.1%	2.5
c1ccc(CN(Cc2ccccc2)c2ncnc3c2nnn3Cc2ccccc2)cc1	-4%	-3%	i	25%	5%	6%	-5%	-0.2%	-4.7
Cc1cccc(-n2ncc3c(Nc4c(C)n(C)n(-c5ccccc5)c4=O)ncnc32)c1	-22%	-9%	i	-18%	-13%	-6%	2%	-0.5%	-0.4
CC1(C)CC(NC(=O)COc2ccc(Br)cc2Cl)CC(C)(C)N1	8%	-25%	i	-18%	8%	1%	-14%	3.1%	0.1
O=S(=O)(NCc1ccccc1)NCc1ccc(Cl)cc1Cl	-24%	-38%	i	u	-5%	0%	-1%	0.1%	-3.6
O=C(NC1CCCC1)c1cc2cc(Br)ccc2o1	23%	-24%	i	u	3%	6%	10%	-0.6%	-1.0
Cc1ccc(S(=O)(=O)CCc2nnc(NC(=O)CCl)s2)cc1C	u	-45%	i	-23%	4%	-17%	6%	u	-0.6
O=S(=O)(c1ccccc1)c1nc(NCc2ccccc2)sc1Cl	u	-10%	i	u	19%	-4%	-5%	0.7%	-5.8
O=C(c1cc2ncc(Br)cn2n1)N1CCOCC1	14%	-1%	i	4%	4%	0%	4%	-0.8%	-2.1
O=C(NCc1ccccc1)N1CCN(c2ccc(F)cc2)CC1	2%	1%	i	1%	-2%	0%	-23%	-0.5%	0.9
COc1ccc(CCNC(=O)c2ccccc2C(=O)NCCc2ccc(OC)cc2)cc1	20%	-30%	i	-9%	6%	17%	x	7.8%	0.6
C[C@H]1CN([C@@H](C)CO)C(=O)c2cccc(NC(=O)Nc3ccc(C(F)(F)F)cc3)c2O[C@@H]1CN(C)C(=O)Nc1ccc(F)cc1	16µM*	-89%	13µM*	u	-11%	u	20µM*	-5.6%	-3.5
O=C(COc1coc(CN2CCc3ccccc3C2)cc1=O)Nc1ccc(F)cc1	u	-5%	i	-5%	3%	10%	1%	3.2%	0.8
COC(=O)CNC(=O)CNC(=O)c1nn(-c2ccc(OC)c(OC)c2)c(=O)c2ccccc12	-13%	-2%	i	15%	7%	0%	x	0.7%	-0.4
O=c1[nH]c2ccccc2n1C1=CCCC1	x	14%	i	6%	-3%	2%	-3%	0.0%	1.0
CCSc1nc(=S)cc(C)[nH]1	3%	5%	i	-7%	-1%	0%	x	-0.6%	0.1
Cc1ccc(-c2nc(CSCC(=O)Nc3cc(C)on3)c(C)o2)cc1	u	1%	i	12%	4%	2%	-9%	-0.3%	-2.5
O=C(CNC(=O)c1ccc(Br)cc1)c1ccccc1	u	-12%	i	-20%	11%	-2%	7%	0.1%	0.1
CCN(c1ccccc1)S(=O)(=O)c1cccc(C(=O)N(C)CC(=O)Nc2ccc(F)c(F)c2F)c1	-2%	-6%	i	-26%	1%	-2%	-14%	0.4%	0.7
COC(=O)c1c(NC(=O)CC2Sc3ccc(C(F)(F)F)cc3NC2=O)sc(C)c1C (stereo not drawn)	2%	7%	i	3%	-28%	1%	-3%	-0.4%	0.1
Cc1c(C(=O)NCc2cccnc2)oc2ccc(S(=O)(=O)N3CCCCCC3)cc12	u	-16%	i	5%	-2%	-14%	-14%	0.1%	-2.6
CCN1CCN(S(=O)(=O)c2ccc(Cl)c(C(=O)N(C)Cc3ccc(C(C)(C)C)cc3)c2)CC1	5%	-29%	i	-33%	-2%	u	-12%	0.1%	-0.5
N#Cc1ccc(NC(=O)COC(=O)C2=COCCO2)cc1	1%	-34%	i	u	4%	-3%	9%	0.1%	0.4
CCOC(=O)c1ccccc1OCc1cc(C2Nc3ccccc3C(=O)N2c2cccc3ccccc23)ccc1OC (stereo not drawn)	u	3%	x	2%	x	2%	x	x	x

Arranged by the number under IL-2 act (smallest number first): 3 from the list above.
Compound,IL-2 act
Cc1c(C(=O)NCc2cccnc2)oc2ccc(S(=O)(=O)N3CCCCCC3)cc12,-2.6
Cc1ccc(-c2nc(CSCC(=O)Nc3cc(C)on3)c(C)o2)cc1,-2.5
N#Cc1ccc(NC(=O)COC(=O)C2=COCCO2)cc1,0.4

Continued.
SMILES	Nrf2 inh	HepG2 viability	ATXN viability	TGFb SMAD3 inh	EPAC2 agonist	A549 viability	ATXN2 expr inh	Nrf2 activator	IL-2 act
CC(C)(C)OC(=O)N1CCCN(C(=O)c2ccc(Cl)cc2)CC1	-11%	-4%	i	4%	5%	-4%	0%	0.1%	0.2
CCC(CC)c1nn2c(=O)cc(COc3ccc(NC(=O)c4cccc(Cl)c4)cc3)nc2s1	3%	1%	i	11%	x	1%	13%	-1.1%	x
OC1CC(c2ccco2)NC2(CCCCC2)C1 (stereo not drawn)	0%	4%	i	-19%	4%	-4%	7%	0.4%	1.1
CC(C)CC(=O)OCC(=O)Nc1ccccc1Sc1ccccc1	-9%	5%	i	2%	13%	10%	-2%	-0.5%	0.0
CSc1nnc(Cn2c(=O)sc3ccccc32)n1-c1cccc(Cl)c1	-1%	-18%	i	-20%	7%	0%	1%	0.4%	0.4
CC(=O)NC(CC(=O)OCC(=O)c1cc(C)ccc1C)c1ccccc1 (stereo not drawn)	u	-2%	i	-3%	2%	1%	4%	0.4%	1.6
CCN(CC)C(=O)CSc1nnnn1-c1ccc(F)c(Cl)c1	11%	-13%	i	8%	4%	-1%	x	-0.8%	0.5
CN1CCN(CC(=O)N(C)c2nc(-c3ccccc3)cs2)CC1	x	-15%	i	2%	3%	9%	25%	1.7%	-2.8
Cc1cc(NC(=O)CSc2nc(C3CC3)nc3sc4c(c23)CCC(C)C4)no1 (stereo not drawn)	u	-14%	i	24%	-1%	1%	5%	-0.7%	-3.3
Cc1ccc(C)c(NC(=O)COc2coc(CN3CCc4ccccc4C3)cc2=O)c1	10µM*	-3%	i	-8%	-6%	-5%	u	-0.7%	-3.1
Cc1ccc(N2CC(C(=O)Nc3ccccc3OC(F)F)CC2=O)cc1 (stereo not drawn)	-11%	-1%	i	-6%	7%	2%	-10%	-0.6%	-0.2
CCCCN(CCCC)Cc1cc(=O)oc2cc(OC)c(Cl)cc12	x	-7%	u	-20%	-1%	x	2%	-0.4%	-0.9
CC(=O)N/C(=C/c1ccc([N+](=O)[O-])cc1)C(=O)O	u	6%	i	-3%	-4%	4%	-7%	-0.4%	-0.3
COc1cccc(CNCCc2c[nH]c3ccccc23)c1OCc1ccccc1F	u	18µM*	x	u	14%	u	20µM*	0.3%	-1.5
Cn1c(SCC(=O)Nc2ccccc2)nnc1-c1ccccc1	x	-2%	i	0%	x	1%	11%	-0.4%	x
CC(C)(C)NC(=O)CSc1nnc(CN2CCCCCC2=O)n1-c1ccccn1	9%	-16%	i	15%	6%	-8%	-1%	0.0%	-1.9
COc1ccc2nc(SCC(=O)Nc3ccc(S(=O)(=O)Nc4nccc(C)n4)cc3)[nH]c2c1	0%	-3%	i	-1%	3%	-15%	-1%	-0.5%	2.6
CC1(C)CCCC2(C)C(OCCO)=CC(=O)C=C12 (stereo not drawn)	x	-13%	i	-1%	10%	x	x	-0.4%	-1.8
O=C(CN1C(=O)NC2(CCCCCCC2)C1=O)NC1CCCc2ccccc21 (stereo not drawn)	-10%	-1%	i	1%	8%	3%	2%	4.6%[9.22 µM]	0.2
CCOc1ccc(N2CC(C(=O)Nc3nnc(Cc4ccccc4)s3)CC2=O)cc1 (stereo not drawn)	u	1%	i	-6%	-7%	-5%	-12%	0.4%	1.0
CC(C)CC1Nc2ncnc(N3CCOCC3)c2N(Cc2ccc(Cl)cc2)C1=O (stereo not drawn)	-9%	-3%&-3%	i	-5%&-2%	2%&-17%	-1%	-10%&-1%	-0.8%&2.0%	-2.8&-0.6
COc1ccc(CN(C)C(=O)c2cccc(S(=O)(=O)NCc3ccccc3)c2)cc1F	x	4%	i	8%	-2%	x	x	-1.1%	-2.9
O=C(CN1C(=O)NC2(CCCC2)C1=O)NNC(=O)c1ccc(F)cc1	u	-35%	i	-26%	-5%	-4%	-24%	0.4%	-3.9
CN(C)C(CNC(=O)c1ccc(S(=O)(=O)Nc2ccccc2F)cc1)c1ccco1 (stereo not drawn)	0%	-5%	i	-10%	-5%	0%	-4%	5.6%	-0.1
Cc1ccc(OCCn2cc(/C=C3\C(=O)NN(c4ccccc4)C3=O)c3ccccc32)cc1	-2%	-2%	i	-10%	0%	0%	4%	-0.1%	1.6
N#Cc1ccsc1NC(=O)CN1CCN(S(=O)(=O)c2ccc3ccccc3c2)CC1	-12%	7%	i	-11%	10%	5%	-1%	0.6%	-0.7
COc1cc(CNC(=O)c2ccc3c(c2)c(C)c(C)n3Cc2cccc(C)c2)cc(OC)c1OC	-5%	-14%	x	12%	x	0%	x	8.8%	x
COc1ccc(CCNC(=O)COC(=O)c2cc(OC)c(OC)cc2OC)cc1	-1%	-3%	i	8%	1%	-1%	-2%	-0.5%	0.0
C[C@@H]1Cn2cnc(C(=O)N[C@@H](C)c3ccccc3)c2C(=O)N1	x	-2%	i	0%	4%	x	11%	-0.1%	1.8
COc1ccc2cc(CN(C)C(=O)CN3C(=O)NC4(CCCC4)C3=O)ccc2c1	x	-4%	i	-10%	9%	x	x	3.2%	-1.1
COc1ccc(C(O)c2ncc(-c3ccccc3OC)[nH]2)cc1 (stereo not drawn)	x	-7%	i	23%	6%	x	1%	5.1%	-0.6
